ASM inhibitor = blocks human secretory acid sphingomyelinase | P17405 | placental ASM, HMU-PC fluorogenic substrate, 60 min | Potency, µM (titrated, usually from 57.5 µM), for inactives: top-dose activity change, negative = inhibition, most hits filed as inhibitors | actives 0.006% (n = 340,000) | AID 504937; note: potency is the fitted concentration of half-maximal effect
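Steps: dispense placental human ASM, pin compound, wait 10 min at room temperature, add HMU-PC0 substrate at 9 uM final, incubate 60 min at 37 °C, add stop solution raising pH to 10, read fluorescence.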
p53 reactivation = restores transcriptional activity of mutant p53 | H1299 p53-A138V BP100-luciferase reporter, luminescence, 24 h | Potency, µM (top dose mostly 92.2 µM), for inactives: at the highest dose activity change, positive = activation, usual class: activators | actives 0.063% (n = 320,000) | AID 504706; note: potency is the fitted concentration of half-maximal effect; % of control where 0% means no effect; nearly all actives have a fitted effect of over 45% in size
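p53-null H1299 cells stably carrying temperature-sensitive p53-A138V and a BP100-luciferase reporter were pinned with compounds (4-point, 1:5 series) and held 24 hrs at 37 deg C. Luminescence was read 10 min after detection reagent.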
Integrin act MD = activates integrin-mediated alleviation for muscular dystrophy; actives 0.064% (n = 350,000); alpha7betagal myoblasts, beta-gal FDG fluorescence, 48 h; Potency, µM (titrated, usually from 38.3 µM), for the others: top-dose activation, usual class: activators; AID 624291;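 note: potency is the fitted concentration of half-maximal effect; 100% = response of the positive control SU9516; nearly all actives have a fitted effect of over 60% in size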
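alpha7betagal+/- myoblasts (passage 13, 250/well) treated 48 h at 37C with compounds at 1:260 dilution of DMSO stock. Lysed, then beta-galactosidase activity read as FDG fluorescence (ex 480/em 540) after 30 min, with pre-read for autofluorescence.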
BRCA1 expr act = BRCA1 expression activation; MCF7-BRCA1-FFLuc reporter, luminescence, 48 h; response scale: scaled: vehicle 0%, 10 µM genistein 100%; Potency, µM (top dose mostly 46.1 µM), for inactives: at the highest dose activation, usual class: activators; actives 1.1% (n = 380,000); note: potency is the fitted concentration of half-maximal effect; nearly all actives have a fitted effect of over 80% in size; some results filed as inactive show a strong effect at the top dose
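First, MCF7-BRCA1-FFLuc cells (2000/well) attach for 2 h; next, compounds are pin-added and incubated 48 h at 37 °C; finally, luciferase reagent is added and luminescence read after 15 min.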
uPA generation = blocks generation of uPA at the cell surface. actives 0.31% (n = 330,000). cell surface uPA generation assay, qHTS. Potency, µM (series often up to 38.3 µM), without a hit: at the highest dose activity change, negative = inhibition, hits mostly inhibitors; active = well fitted inhibition curve with a large enough effect; inconclusive = small, poorly fitted or top-dose-only effect; inactive = no such curve, though single readings can be large or run the other way; tested in mouse RAW 264.7 cells; note: potency is the fitted concentration of half-maximal effect; % is set by controls: 0 for no effect and ±100 for the full control effect; nearly all actives have a fitted effect of over 55% in size
TRPV1 agonist = activates the human vanilloid receptor TRPV1; Q8NER1; TRPV1-expressing cells, Fluo-8 calcium influx, agonist mode; activation, % at 8.33 µM; actives 0.19% (n = 320,000); AID 540275; in the data active = activation above about 80%; inconclusive = between about 30% and that limit; note: 0% is about no effect
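Fluo-8 calcium influx in TRPV1-expressing cells, kinetic read (ex 480/em 520 nm). Compound added and read 3 min for agonist activity, followed by capsaicin at EC20 final and 2 min further read for enhancement.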
ELG1 genotox = inducers of genotoxicity in HEK293T ELG1-luciferase cells. HEK293T ELG1-luciferase reporter, luminescence, 16 h. Potency, µM (doses to about 46 µM), for inactives: top-dose activity change, positive = activation, actives largely listed as activators. actives 1.3% (n = 330,000); note: potency is the fitted concentration of half-maximal effect; % of control where 0% means no effect; nearly all actives have a fitted effect of over 60% in size
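ELG1-luciferase HEK293T cells, 2,000/well; compound pinned in; 16 hr, 37 °C, 5% CO2; ONE-Glo, 30 min RT; luminescence on CCD imager.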
TSG101-PTAP inh = blocks PTAP/TSG101 interaction to inhibit HIV-1 budding. Potency, µM (highest dose often 115 µM), inactives show at the top dose activity change, negative = inhibition, most hits filed as inhibitors. Fluorescence polarization, FITC-PTAP peptide / Tsg101 binding. AID 493005. 340,000 tested, under 10 active; active = well fitted inhibition curve with a large enough effect in the main read-out, with a control signal flat, not every such curve was filed as active; inconclusive = small, poorly fitted or top-dose-only effect, or effect the other way, or a change in a side signal; inactive = no such curve, though single readings can be large or run the other way; note: potency is the fitted concentration of half-maximal effect; % of control where 0% means no effect
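FP read-out: FITC-PTAP peptide, 50 nM final, binding Tsg101 binding domain, 10 uM final; 20 min, r.t.; 10 mM HEPES pH 7.5, 0.15 M NaCl, 0.01% Tween 20, 3 mM EDTA, 0.1 mM TCEP.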
USP2a block = USP2a (human) protease inhibition | O75604 | USP2 core, Ub-CHOP2 coupled fluorogenic reporter, 485/531 | Potency, µM (top dose mostly 38.3 µM), for the others: at the top dose activity change, negative = inhibition, most hits filed as inhibitors | actives 0.01% (n = 330,000) | AID 463254;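 note: potency is the fitted concentration of half-maximal effect; plate controls were DMSO wells for no effect and full inhibition by NEM control for full effect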
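USP2 core (10nM final) preincubated 30min RT with compound in 20mM Tris-HCl pH 8.0, 2mM CaCl2, 2mM beta-mercaptoethanol, 0.05% CHAPS; 25nM Ub-CHOP2 plus 25nM reporter substrate added, fluorescence (Ex485/Em531) read after 60min.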
Eya2 inh = inhibitors of human Eya2 phosphatase activity; O00167; recombinant Eya2, OMFP fluorescence dephosphorylation (OMFP is methylfluorescein phosphate); Potency, µM (doses to about 76.9 µM), without a hit: top-dose activity, negative = inhibition, most hits filed as inhibitors; actives 0.006% (n = 330,000); AID 488837; note: potency is the fitted concentration of half-maximal effect; % is set by controls: 0 for no effect and ±100 for the full control effect
Target sequence (O00167 whole entry, looked up): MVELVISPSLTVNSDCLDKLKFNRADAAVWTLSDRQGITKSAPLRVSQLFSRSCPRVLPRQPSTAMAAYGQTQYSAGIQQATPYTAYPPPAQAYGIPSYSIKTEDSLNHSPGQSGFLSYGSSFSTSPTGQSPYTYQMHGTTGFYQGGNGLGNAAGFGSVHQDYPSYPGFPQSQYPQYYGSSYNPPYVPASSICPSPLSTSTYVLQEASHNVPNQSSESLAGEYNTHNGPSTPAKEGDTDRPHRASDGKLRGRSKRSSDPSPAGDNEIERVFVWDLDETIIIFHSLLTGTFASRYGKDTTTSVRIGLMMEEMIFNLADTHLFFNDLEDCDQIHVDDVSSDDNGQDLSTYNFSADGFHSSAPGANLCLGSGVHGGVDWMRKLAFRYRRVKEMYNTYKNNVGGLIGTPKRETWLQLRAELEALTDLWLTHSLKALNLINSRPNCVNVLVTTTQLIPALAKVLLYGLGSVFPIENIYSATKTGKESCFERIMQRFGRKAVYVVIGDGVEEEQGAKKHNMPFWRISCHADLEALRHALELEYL
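Eya2 protein (added as 0.2 uM solution) was preincubated with compound for 10 min at ambient temperature in 50 mM HEPES pH 7.5, 50 mM NaCl, 5 uM MgCl2, 0.05% BSA, 1 mM DTT. OMFP (added at 50 uM) then reacted 10 min; fluorescence read at 485/525 nm.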
B2AR arrestin = recruits beta-arrestin to the human beta2-adrenergic receptor; P07550; beta-arrestin recruitment to beta2AR, cell-based reporter; Potency, µM (doses to about 46.1 µM), without a hit: top-dose activation, usual class: activators; actives 0.02% (n = 330,000); AID 492947;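 note: potency is the fitted concentration of half-maximal effect; 0% = DMSO controls and full agonism = EC100 isoproterenol or metaproterenol; nearly all actives have a fitted effect of over 65% in size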
Target sequence (P07550 whole entry, looked up): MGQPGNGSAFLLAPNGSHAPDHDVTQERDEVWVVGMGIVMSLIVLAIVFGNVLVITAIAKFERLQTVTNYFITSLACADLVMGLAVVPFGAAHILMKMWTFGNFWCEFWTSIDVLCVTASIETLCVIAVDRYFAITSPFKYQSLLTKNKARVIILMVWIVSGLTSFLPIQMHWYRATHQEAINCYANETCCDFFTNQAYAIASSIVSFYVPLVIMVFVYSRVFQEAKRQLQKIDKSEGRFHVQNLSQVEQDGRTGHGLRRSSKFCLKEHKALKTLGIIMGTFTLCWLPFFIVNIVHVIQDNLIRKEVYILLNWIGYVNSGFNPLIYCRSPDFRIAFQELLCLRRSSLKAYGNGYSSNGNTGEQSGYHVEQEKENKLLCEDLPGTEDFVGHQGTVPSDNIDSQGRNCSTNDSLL
An asterisk follows results filed as active; u = inconclusive; x = no result given; [ ] = remark or other dose. Unless noted, calls come from the whole dose curve; as a rule, active = well fitted curve in the direction sought with a large enough effect; inconclusive = small, poorly fitted or top-dose-only effect, or another doubt; inactive = no such curve, though single readings can be large; an effect the other way counts as inactive or inconclusive.

SMILES | ASM inhibitor | p53 reactivation | Integrin act MD | BRCA1 expr act | uPA generation | TRPV1 agonist | ELG1 genotox | TSG101-PTAP inh | USP2a block | Eya2 inh | B2AR arrestin
CCOC(=O)c1c(C)[nH]c(C2=NNC(=Nc3ccc(OCC)cc3)SC2)c1C | u | 8.2% | -37.5% | -66.5% | -7.2% | -4.0 | -5.5% | 3.0% | -2.0% | -3.1% | 0.3%
Cc1ccc2[nH]c(=O)c(CN(Cc3cccs3)C(=S)NCC3CCCO3)cc2c1 (stereo unspecified) | -11.8% | -5.5% | -10.5% | -26.5% | -4.8% | 24.8 | -5.0% | 0.3% | 1.4% | -10.5% | -0.3%
CCn1c(COc2cccc(C)c2)nnc1SCC(=O)Nc1cccc(C(=O)OC)c1 | -7.6% | -0.3% | 3.9% | 13.8% | 5.3% | 16.3 | 2.0% | -6.9% | 0.0% | 2.1% | -0.7%
CCn1cc(/C=C/C(=O)Nc2c(C)nn(Cc3ccccc3)c2C)cn1 | 3.7% | -4.4% | -18.6% | -9.1% | -0.1% | -10.0 | -2.8% | -0.7% | 0.5% | -7.5% | -0.5%
Cc1ccc2nc(Nc3nc(CSc4nc5ccccc5s4)cc(=O)[nH]3)nc(C)c2c1 | -1.5% | -1.8% | -3.0% | -20.1% | 0.7% | -0.3 | -3.8% | -0.6% | 3.5% | -0.6% | -1.8%
CC(c1ccccn1)N(C)C(=O)c1ccc2nc(Cc3ccccc3F)oc2c1 (stereo unspecified) | -1.5% | u | -1.3% | 11.2µM* | -4.7% | 5.8 | 13µM* | 0.3% | -2.3% | 3.5% | -0.7%
Cc1[nH]c2ccccc2c1SCC(=O)N1CCN(c2ccccc2)CC1 | -3.5% | 0.0% | 8.8% | -6.3% | -7.3% | 7.9 | -8.6% | -1.0% | 2.9% | 8.1% | 0.0%
CC(=O)c1cccc(NCC(=O)N2CCN(S(=O)(=O)c3ccccc3)CC2)c1 | 4.8% | -12.2% | -11.3% | -8.2% | -5.6% | 0.8 | 0.9% | -0.5% | 0.2% | 4.0% | 0.3%
Cn1c(CC(=O)NNC(=O)c2cncc(Br)c2)nc2ccccc21 | 0.5% | -3.0% | -14.8% | -3.7% | -16.5% | x | 1.9% | -4.0% | 1.7% | 4.6% | -1.2%
C=CCSc1nc(C)c(CC(=O)OCCCC)c(=O)[nH]1 | 1.8% | 2.5% | -10.9% | -12.4% | 2.2% | -2.3 | -1.6% | -8.5% | 2.0% | 15.8% | -0.9%
COc1ccc(COCCN2CCN(S(=O)(=O)c3ccccc3)CCC2=O)cc1 | 5.1% | -0.7% | 15.2% | 0.0% | 7.1% | 1.5 | 0.1% | -2.1% | -1.5% | -1.5% | -0.2%
C=CCn1c(SCC(=O)c2c(C)[nH]c3ccccc23)nnc1-c1ccncc1 | 3.8% | 0.5% | 0.5% | -0.1% | 0.4% | -2.5 | -2.7% | 0.1% | -0.1% | -1.3% | 0.4%
CCOC(=O)C(NC(=O)c1ccccc1)=C(C)C | -2.1% | 2.5% | -11.2% | 0.4% | -2.7% | 1.2 | 1.7% | -3.7% | -0.9% | -3.6% | -1.0%
O=C(CSc1nnc(-c2ccccc2)o1)n1c2c(c3ccccc31)CCCC2 | x | -2.0% | x | x | x | 1.4 | -2.9% | x | 1.2% | 6.4% | -1.8%
CCN(CC(=O)Nc1ccc(NC(C)=O)cc1)C(=O)/C=C/c1ccccc1 | 2.2% | -1.9% | -9.7% | -5.8% | -2.4% | 1.1 | -3.1% | -1.2% | 3.4% | 8.6% | 0.0%
Cc1c(Cl)cccc1NC(=O)C1Cc2ccccc2CN1C(=O)c1ccccc1 (stereo unspecified) | -1.8% | u | 13.6% | -19.2% | -4.2% | 20.0 | -0.3% | -6.3% | -1.0% | -7.8% | -1.0%
O=C(COc1ccc(C(=O)c2ccccc2)cc1)Nc1cccnc1 | -1.7% | -3.7% | -54.5%[inhibitor] | -8.1% | 3.1% | u | -19.5% | 4.0% | 3.2% | -4.1% | -0.1%
COc1ccc(S(=O)(=O)NC(C)C(=O)N2CCCCCC2)cc1 (stereo unspecified) | 1.1% | 11.8% | -14.2% | 1.1% | -2.0% | 6.5 | -0.7% | -2.6% | 3.0% | 9.1% | 0.4%
COC(=O)[C@H](CCSC)NC(=O)Nc1ccc(OC)cc1OC | 2.7% | -1.5% | 2.4% | -10.9% | x | -0.8 | 0.4% | 2.2% | 0.9% | 12.1% | 0.2%
CC1CCN(C(=O)CCC(=O)Nc2nnc(C(F)(F)F)s2)CC1 | -0.6% | 6.4% | 7.9% | -10.8% | 0.5% | u | -1.1%[9.26 µM] | -5.9% | -0.5% | 5.6% | -0.2%
CCOc1ccc(C2C(C#N)=C(N)Oc3cc(C)oc(=O)c32)cc1 (stereo unspecified) | 7.4% | 16.6% | -19.5% | 0.0% | 0.1% | -0.7 | 3.8% | 2.5% | 4.0% | 0.2% | 0.3%
Cn1c(=O)c2c(nc(NCc3ccccc3)n2Cc2ccc(F)cc2)n(C)c1=O | x | -2.2% | x | x | x | -1.2 | -4.7% | x | 2.9% | -10.5% | 0.6%
Cc1nn(C(C)(C)C)c(OC(=O)c2ccc(Br)o2)c1Sc1ccccc1 | -6.3% | 0.7% | -18.1% | -19.4% | x | 1.6 | -3.1% | -0.1% | -1.6% | 13.3% | 0.2%
Cc1c(C(=O)NCc2ccccn2)sc2nc(-c3ccc(F)cc3)cn12 | -2.4% | -9.4% | 12.3% | -3.7%[1.84 µM] | 3.4% | 5.4 | -3.6% | -4.5% | 2.4% | 6.5% | -0.2%
COc1ccc(/C=C(\C#N)C(=O)Nc2cccnc2)cc1 | 3.1% | 19.3% | -3.1% | -2.4% | 2.1% | 9.1 | 1.4% | -2.6% | 3.2% | -3.3% | -0.8%
CCOC(=O)C(Cc1ccccc1)NC(C)=O (stereo unspecified) | 10.6% | -1.5% | 9.7% | -10.1% | 3.2% | -4.3 | 0.2% | -4.9% | 0.5% | 22.8% | -0.2%
O=C(NCCN1CCOCC1)c1cccc(S(=O)(=O)N(Cc2ccccc2)c2ccccc2)c1 | x | 1.6% | -7.2% | -20.0% | 4.5% | -0.7 | -7.4% | -2.9% | 1.4% | -1.2% | 0.2%
Cc1cc2cc(CNC(=O)c3ccc(S(=O)(=O)N4CCOCC4)cc3)ccc2[nH]1 | -1.9% | -4.6% | 12.6% | 0.9% | 14.1% | -0.5 | -4.5% | -4.3% | 1.8% | -3.0% | -0.3%
COc1ccccc1NC(=O)NCc1nc(-c2ccc(C(F)(F)F)cc2)no1 | -0.7% | -0.4% | -13.2% | -8.6% | 2.2% | 8.5 | -3.9% | 0.1% | -1.3% | 10.7% | 0.3%
CCCCCCC(=O)Nc1nc(C)c(-c2csc(Nc3cc(OC)ccc3OC)n2)s1 | 5.2% | -2.1% | 8.2% | -51.8% | -5.6% | 2.9 | 0.5% | -4.1% | 2.3% | 10.8% | 0.4%
NC(=O)COc1ccccc1/C=C1/SC(=O)N(CC(=O)N2CCc3ccccc3C2)C1=O | -4.5% | -1.5% | -16.8% | -28.4% | -6.9% | -2.2 | -0.6% | 1.6% | -1.1% | 2.3% | 0.0%
CCOCCn1c(N2CCCC2)nc2c1c(=O)[nH]c(=O)n2C | -1.0% | x | -18.2% | -1.0% | -0.1% | -0.3 | -0.3% | -3.8% | 2.6% | -1.3% | 0.4%
Cc1nc2ccccc2n1CC(=O)OCC(=O)NC1CC1 | -0.9% | 0.2% | 7.2% | 1.4% | 4.0% | 0.4 | -1.8% | 1.9% | 2.7% | -14.9% | -0.3%
CCNC(=O)N1c2ccc(OC)cc2C(C)=CC1(C)C | 113.5%[activator] | u | -12.3% | -1.4% | -2.4% | -2.3 | -1.4% | 0.6% | -0.4% | -16.8% | 9.4%
CN(C)C(=O)CNC(=O)C1CCCCC1 | 0.1% | 2.1% | 4.4% | -25.6% | 2.9% | -4.1 | -1.0% | -8.7% | 1.2% | 3.0% | 0.2%
COc1ccccc1C(=O)CSc1cccc[n+]1[O-] | 3.5% | 8.9% | 24.6% | 18.7% | -0.3% | -5.1 | 1.0% | 1.2% | -2.4% | 7.2% | 2.8%
COCCCNC(=O)CN(c1cc(C(F)(F)F)ccc1Cl)S(C)(=O)=O | -1.2% | -0.7% | -4.5% | 0.2% | 7.4% | 6.3 | 2.6% | -0.5% | 7.1% | -25.6% | -0.5%

Screening results: PubChem BioAssay, National Center for Advancing Translational Sciences (NCATS)
